# Screens: PubChem, several laboratories
# NTR1 agonist: agonists of NTR1, primary screen, imaging, U2OS cells, beta-arrestin-GFP, high content (AID 493036); P30989; 0.17% of 330,000 active; activation, % at 20 µM; NTR1-U2OS beta-arrestin-GFP spot imaging, agonist mode;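 active means activation at or above 40% of the spot to cytoplasm intensity ratio, with at least 20 cells analyzed; inconclusive means wells under 20 cells, flagged as cytotoxic or low count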;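 further: 0% = DMSO without peptide and 100% = 100 nM NTR1 peptide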
# Target sequence (P30989 whole entry, looked up): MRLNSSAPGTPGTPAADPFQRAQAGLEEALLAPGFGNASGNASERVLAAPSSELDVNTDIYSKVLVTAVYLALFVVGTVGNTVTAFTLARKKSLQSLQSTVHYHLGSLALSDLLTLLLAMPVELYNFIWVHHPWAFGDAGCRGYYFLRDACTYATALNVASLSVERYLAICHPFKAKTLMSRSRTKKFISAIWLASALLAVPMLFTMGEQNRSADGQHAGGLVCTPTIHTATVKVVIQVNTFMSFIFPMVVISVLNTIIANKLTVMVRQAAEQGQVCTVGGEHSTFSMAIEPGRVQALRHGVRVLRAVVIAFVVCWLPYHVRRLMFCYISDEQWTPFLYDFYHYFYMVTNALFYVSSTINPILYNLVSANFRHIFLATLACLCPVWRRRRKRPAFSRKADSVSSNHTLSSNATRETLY
# GPR55 LPI antagonism: GPR55 antagonists blocking LPI-driven arrestin recruitment, primary screen, imaging, U2OS, beta-arrestin-GFP, LPI agonist (AID 2013); U2OS GPR55 beta-arrestin-GFP translocation imaging, LPI antagonism; higher % means a stronger effect; inhibition, % at 10 µM; hits with a dose series show IC50 in µM; 0.13% of 290,000 active;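 active means spots per cell inhibited over 60%, with over 100 cells counted and total cytoplasm intensity under 500,000; inconclusive means wells with under 100 cells, flagged as likely toxic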;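 further: U2OS cells stably carrying GPR55 and arrestin-GFP stimulated by 5 µM LPI near EC80; imaged beta-arrestin-GFP aggregate spots per cell after agonist stimulation; plate controls were LPI-stimulated DMSO wells for no effect and DMSO wells without LPI for full effect; some results filed as inactive read as strong as hits; confirmed hits need IC50 under 10 µM and bright autofluorescent wells are also inconclusive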
# KOR beta-arrestin-1: kappa opioid receptor activators – cell-based, luminescence, uHTS, primary screen (AID 1777) | KOR beta-arrestin recruitment, luminescence; higher % means a stronger effect | activation, % at 10 µM; hits with a dose series show EC50 in µM | 0.02% of 280,000 active; in the data active means activation above about 50%, passing the limit was not always enough; further: a part of the inactive calls stands beside numbers as strong as those of hits
# West Nile virus CPE: inhibition of WNV-induced cytopathic effect – cell-based, CPE readout (AID 1621) | West Nile virus-infected cells, CPE inhibition; higher % means a stronger effect | CPE inhibition, % at 10 µM, or IC50 in µM where a hit was titrated | 0.02% of 290,000 active; in the data active means a potency from the dose series; inconclusive means CPE inhibition mostly from about 3.7% at the one dose, without a potency; inactive means the rest, 99 in 100 with CPE inhibition below about 2.2%; further: strong numbers were not always called active
# GPR55 activation: selective activators of receptor GPR55 – imaging, U2OS cells, beta-arrestin-GFP redistribution, primary screen (AID 1961); U2OS GPR55 beta-arrestin-GFP redistribution imaging; higher % means a stronger effect; 0.048% of 290,000 active; activation, % at 10 µM, or EC50 in µM where a hit was titrated;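 active means activation above 40% with more than 50 cells counted in the well; inconclusive means wells holding fewer than 50 cells, flagged as toxic or sparse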;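 further: U2OS osteosarcoma cells stably expressing GPR55 and beta-arrestin-GFP; plate controls were DMSO negative control for no effect and LPI positive control for full effect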
# KOR beta-arrestin-2: KOR antagonists, beta-arrestin recruitment, cell-based, luminescence, uHTS (AID 1778). KOR beta-arrestin recruitment, luminescence, antagonist mode; higher % means a stronger effect. inhibition, % at 10 µM, or IC50 in µM where a hit was titrated. 0.091% of 290,000 active; in the data active means inhibition above about 50%; further: strong numbers were not always called active
# GPR35 antagonists: inhibition of zaprinast-stimulated GPR35 beta-arrestin translocation – imaging, U2OS, beta-arrestin-GFP, zaprinast agonist, primary screen (AID 2058) | inhibition, % at 10 µM, or IC50 in µM where a hit was titrated | U2OS GPR35 beta-arrestin-GFP translocation imaging, zaprinast antagonism; higher % means a stronger effect | 0.052% of 290,000 active;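 active means inhibition of at least 50% with at least 30 cells and total cytoplasm GFP at most 10,000,000; inconclusive means under 30 cells or total GFP of 10,000,000 plus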
# T cell HTS: modulates CD8 T cell binding to vesicles; 2C CD8+ T cell-vesicle binding, flow cytometry; stronger effect = lower value; calls only at 7 µM; 0.068% of 330,000 active;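 active means response, share of CD8 T cells binding vesicles, and their 90th percentile fluorescence all below set limits, cut at about 80% in these data, passing the limit was not always enough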
#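 Incubation: binding step 1.5 h, 37 °C, antibody labelling 20 min, ice; system: murine 2C transgenic CD8+ T lymphocytes; technique: cytometric PE anti-B7-1 and Alexa647 anti-CD8 signals after 1% paraformaldehyde fixation; also added: QL9-charged Drosophila Ld/ICAM-1/B7-1 vesicles; control set: naked versus QL9-loaded vesicles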
# PhoP inhibition: PhoP-dependent GFP reporter repression – Salmonella Typhimurium, primary screen (AID 1863); S. Typhimurium PhoP-regulated promoter GFP reporter, 4 h; higher % means a stronger effect; 0.16% of 300,000 active; inhibition, % at 50 µM, or IC50 in µM where a hit was titrated;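 active means inhibition over 29.93%, a cutoff 3 SD above the screen mean, later confirmed by dose response; inconclusive means inhibition over 29.93% but no dose response follow-up; inactive means inhibition at most 29.93% or unconfirmed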;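 further: 0% = low Mg2+ inducing control and 100% = high Mg2+ repressing control; strong numbers were not always called active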
# T cell HTS vesicle-bound %: also measured in T cell HTS; calls as there; double positive events, %; measured here: CD8+ vesicle-bound cell fraction;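 binding gate set so that unloaded-vesicle control wells show 10% double positive cells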
# NTR1 agonist cell count 20 µM: second read-out of NTR1 agonist, no call of its own (marks repeat the call); cell count; measured here: cell count, cytotoxicity flag
# An asterisk follows results filed as active; i = inactive; ? = inconclusive; nt = not tested or not shown; [ ] = remark or other dose.
SMILES,NTR1 agonist,NTR1 agonist cell count 20 µM,GPR55 LPI antagonism,KOR beta-arrestin-1,West Nile virus CPE,GPR55 activation,KOR beta-arrestin-2,GPR35 antagonists,T cell HTS,T cell HTS vesicle-bound %,PhoP inhibition
O=C(CCc1ccccc1)Nc1nc2nc(-c3ccccc3)cc(=O)n2[nH]1,2.1,77,-1%,3.1%,0.6%,-0.2%,15%,-4%,i,10,-11%
O=C(NCCc1ccccc1)C1CCC(=O)N(Cc2cccc(C(F)(F)F)c2)C1 (stereo unspecified),0.9,73,6%,3.0%,-0.6%,-0.1%,-17%,-4%,i,50,4%
Cc1cnc(CN(C)C(=O)c2ccc3oc(Cc4ccc(Cl)cc4)nc3c2)[nH]1,0.5,59,-3%,-3.4%,-0.4%,?,-30%,20%,i,8,-6%
C=CCC(O)(CC=C)C(C)N (stereo unspecified),-0.3,48,8%,-1.0%,-0.5%,0.4%,13%,-5%,i,37,-5%
CCc1ccc(CCC(=O)Nc2sc3c(c2C#N)CCCC3)o1,6.6,69,-12%,0.1%,1.6%,-0.5%,-104%,-8%,i,16,-6%
O=C1c2ccccc2NC(c2cc(Cl)cc(Cl)c2O)N1Cc1cccnc1 (stereo unspecified),0.8,79,-1%,-1.8%,1.8%,-0.1%,-30%,11%,i,24,0%
Clc1ccc(N2CCN(c3cnc4ccccc4n3)CC2)cc1,9.0,42,6%,8.4%,-0.4%,-0.1%,-18%,4%,i,46,-6%
O=C(CCn1nnc2ccccc21)N1CCN(c2ccccc2)CC1,3.0,88,4%,1.2%,nt,0.1%,37%,2%,i,39,0%
CCCC(=O)Nc1ccc(Cl)c(NC(=O)c2cccc(OC)c2)c1,-0.2,107,11%,1.4%,-0.2%,-0.8%,-20%,-11%,i,64,-3%
COC(=O)Cn1c(C)c(C#N)c2ccccc21,5.0,84,5%,-3.7%,0.5%,-0.3%,14%,4%,i,54,-3%
COC(=O)CCCC(=O)NC(C)c1cnn(-c2ccccc2C)c1C (stereo unspecified),-0.8,32,0%,-3.1%,0.2%,-0.1%,-12%,7%,i,46,-9%
COc1cc(C(=O)OCC(=O)NC2CCS(=O)(=O)C2)c([N+](=O)[O-])cc1OC (stereo unspecified),-0.7,26,10%,1.5%,0.2%,-0.3%,-16%,-10%,i,25,1%
CC(=O)Oc1cccc(Nc2ncnc3ccccc23)c1,-1.3,69,16%,4.1%,1.6%,-0.1%,-36%[20 µM],-8%,i,43,-2%
Cc1cc(C)c(C(=O)Cn2cnc3cc([N+](=O)[O-])ccc3c2=O)cc1C,4.7,74,4%,2.0%,0.1%,0.7%,-27%,0%,i,58,-3%
O=C(NCCc1c[nH]c2ccccc12)/C(=C\c1ccco1)NC(=O)c1ccco1,1.2,38,5%,-0.1%,-0.6%,0.1%,nt,-5%,i,28,0%
CCCCOc1ccc(C(=O)NNC(=O)C2C3C=CC(C3)C2C(=O)O)cc1 (stereo unspecified),0.5,69,1%,1.1%,-1.5%,0.0%,9%,14%,i,16,-2%
COc1ccc(NS(=O)(=O)c2ccc(C(=O)OC(C)C(=O)N3CCOCC3)cc2)cc1 (stereo unspecified),-0.9,71,10%,-3.9%,1.1%,-0.1%,-3%,-11%,i,9,1%
COC(=O)C(C)Sc1ccc2nnc(-c3cccc(F)c3)n2n1 (stereo unspecified),-1.0,91,2%,-1.5%,0.0%,-0.1%,11%,-12%,i,44,-6%
CCCNC(=O)NC(=O)CSc1ccc2c(c1)OCCO2,2.9,38,5%,-5.3%,0.2%,0.2%,-36%,-11%,i,58,-1%
Cc1cccc(C)c1NC(=O)CN1C(=O)NC(C)(CCc2ccccc2)C1=O (stereo unspecified),-1.3,21,2%,1.6%,0.5%,-0.2%,6%,-11%,i,17,1%
Cc1cc(NC(=O)Cn2c(=O)n(CCCCC(=O)NC3CCN(Cc4ccccc4)CC3)c(=O)c3ccccc32)n[nH]1,-0.9,48,-14%,2.6%,0.6%,0.0%,-42%,5%,i,42,-6%
COCCNC(=O)c1ccccc1NC(=O)Cc1ccccc1[N+](=O)[O-],-1.1,22,13%,-4.5%,-0.5%,-0.2%,1%,13%,i,28,4%
COc1cc(/C=N/NC(N)=O)cc(Br)c1OCc1ccc(C)cc1,-1.3,76,-6%,-1.6%,3.3%,-0.1%,-34%,6%,i,44,5%
COc1cccc(-n2ccnc2SCC(=O)N2CCc3ccccc32)c1,-0.5,50,6%,-3.7%,-0.3%,-0.2%,-22%,-18%,i,47,-1%
O=C(OCCN1C(=O)c2ccccc2C1=O)c1cccc(OC(F)F)c1,0.0,55,32%,6.1%,0.6%,-0.2%,-28%,4%,i,45,-6%
SMILES,NTR1 agonist,NTR1 agonist cell count 20 µM,GPR55 LPI antagonism,KOR beta-arrestin-1,West Nile virus CPE,GPR55 activation,KOR beta-arrestin-2,GPR35 antagonists,T cell HTS,T cell HTS vesicle-bound %,PhoP inhibition
CN(C)c1ccc(P(=O)(OCc2ccccc2)C(O)c2ccc(Cl)cc2)cc1 (stereo unspecified),0.2,57,-4%,2.5%,-0.8%,0.6%,18%,-3%,i,14,-9%
COc1cc(/C=N/N=C(\N)c2nonc2N)ccc1O,1.0,50,-1%,5.1%,1.5%,0.0%,-25%,-15%,i,53,6%
COc1nc(Cl)cn(-c2ccc(C)cc2)c1=O,3.1,49,1%,-1.4%,0.3%,0.2%,20%,2%,i,0,8%
CC1Oc2ccccc2N(CC(=O)NCCCN2CCOCC2)C1=O (stereo unspecified),1.7,35,4%,0.3%,-0.8%,0.6%,19%,-5%,i,18,7%
Cc1onc(-c2ccccc2Cl)c1C(=O)N1CCN(c2ccc(F)cc2)CC1,2.0,47,-7%,-2.0%,-1.0%,-0.2%,-16%,0%,i,27,0%
O=C(Cn1cccc1)N1CCN(C(c2ccccc2)c2ccccc2)CC1,5.7,72,10%,3.3%,-0.6%,-0.1%,-3%,-10%,i,16,-5%
Cc1nc2c3c(-c4ccccc4)c(-c4ccccc4)oc3ncn2n1,nt,nt,4%,1.9%,nt,-0.2%,-4%,3%,nt,nt,nt
CC1(C)SC2c3ccccc3C(=O)N2[C@@H]1C(=O)NC1CCCC1 (stereo partly specified),0.8,67,2%,2.0%,0.1%,-0.1%,-14%,15%,i,29,5%
CN(CCCC1CCCC1)C(=O)c1cc(COc2ccc(F)cc2F)on1,3.4,72,10%,0.1%,-0.1%,-0.1%,17%,-14%,i,7,-1%
Cc1cc(C(=O)N/N=C/c2cc(Br)cc(Br)c2OC(=O)c2cccc(F)c2)n[nH]1,13,77,9%,-2.8%,-0.9%,0.1%,-14%,-6%,i,35,7%
C=CCOc1ccccc1NC(=O)CN1C(=O)CNC1=O,-1.1,47,1%,-0.4%,0.7%,-0.2%,-8%,-2%,i,46,4%
COc1ccc(S(=O)(=O)N(Cc2ccco2)Cc2cc3ccccc3[nH]c2=O)cc1,2.4,57,4%,1.5%,-0.4%,0.0%,-28%,7%,i,58,-3%
CC(C)(C)C(=O)N1CCN(c2ccc([N+](=O)[O-])cc2-n2cccc2)CC1,1.7,54,2%,3.0%,-0.5%,0.2%,-10%,-14%,i,41,2%
CCCn1nnnc1NCc1c(F)cccc1Cl,3.6,84,1%,-2.4%,0.9%,0.0%,1%[20 µM],16%,i,56,-5%
Cc1cc2n(n1)C(c1cn(-c3ccccc3)nc1C)Nc1ccccc1-2 (stereo unspecified),4.0,68,?,-9.5%,-0.4%,0.3%,-27%,-7%,i,59,-4%
CC(=O)N(c1ccc(C(C)C)cc1)C1C=CS(=O)(=O)C1 (stereo unspecified),0.1,41,-2%,2.9%,0.4%,-0.1%,-23%,-12%,i,24,25%
CC1Oc2ccccc2N(CC(=O)c2ccccc2)C1=O (stereo unspecified),-0.4,53,3%,4.4%,-0.2%,-0.2%,-14%,7%,i,36,-7%
CC(C)c1ccc(NC2CCCN(C(=O)CCN3CCCCC3=O)C2)cc1 (stereo unspecified),1.5,48,1%,2.5%,-0.7%,-0.1%,-28%,-10%,i,9,-8%
Cn1nc(C(C)(C)C)c([N+](=O)[O-])c1C(=O)Nc1ccccc1,0.8,68,6%,8.8%,-1.1%,-0.3%,11%,19%,i,6,-3%
Cc1ccccc1NC1(C#N)C(=O)Nc2ccccc21 (stereo unspecified),-2.0,61,-5%,-2.4%,nt,0.0%,-16%,5%,i,66,-7%
Cc1nc2c(-c3ccccc3)c(C)nn2c(C)c1CC(=O)O,3.8,54,5%,-2.1%,1.4%,0.0%,16%,-2%,i,38,-10%
CCOC(=O)C1(Cc2cccc(OC)c2)CCCN(S(=O)(=O)c2cccnc2)C1 (stereo unspecified),1.1,50,-5%,1.2%,-1.1%,0.5%,-6%,-4%,i,26,5%
Cc1cccc(CCNC(=O)C2CCCN(c3ncnc4c3nc3n4CCCCC3)C2)c1 (stereo unspecified),4.0,58,7%,-3.5%,0.5%,-0.1%,1%,9%,i,12,0%

# Reprinted from the results shown (five entries):
SMILES,NTR1 agonist,NTR1 agonist cell count 20 µM,GPR55 LPI antagonism,KOR beta-arrestin-1,West Nile virus CPE,GPR55 activation,KOR beta-arrestin-2,GPR35 antagonists,T cell HTS,T cell HTS vesicle-bound %,PhoP inhibition
CN(C)c1ccc(P(=O)(OCc2ccccc2)C(O)c2ccc(Cl)cc2)cc1 (stereo unspecified),0.2,57,-4%,2.5%,-0.8%,0.6%,18%,-3%,i,14,-9%
COc1cc(/C=N/N=C(\N)c2nonc2N)ccc1O,1.0,50,-1%,5.1%,1.5%,0.0%,-25%,-15%,i,53,6%
COc1nc(Cl)cn(-c2ccc(C)cc2)c1=O,3.1,49,1%,-1.4%,0.3%,0.2%,20%,2%,i,0,8%
CC1Oc2ccccc2N(CC(=O)NCCCN2CCOCC2)C1=O (stereo unspecified),1.7,35,4%,0.3%,-0.8%,0.6%,19%,-5%,i,18,7%
Cc1onc(-c2ccccc2Cl)c1C(=O)N1CCN(c2ccc(F)cc2)CC1,2.0,47,-7%,-2.0%,-1.0%,-0.2%,-16%,0%,i,27,0%

# Rows are unselected; overall some 0.62% were active at least once.
